# Source: PubChem (National Center for Advancing Translational Sciences (NCATS))
# EPAC1 ag: qHTS for Agonist of cAMP-regulated guanine nucleotide exchange factor 3 (EPAC1): primary screen | Rap guanine nucleotide exchange factor 3 (Homo sapiens), O95398 | EPAC1 agonist qHTS, biochemical assay; response scale: 100% = response to 6.5 mM cAMP | Potency, µM (highest dose often 154 µM), inactives show at the highest dose activation, hits mostly activators | actives 0.073% (n = 360,000); also: potency is read from the fitted curve at half-maximal effect; nearly all actives have a fitted effect of over 60% in size
#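 Nucleotide exchange assay: 100 nM EPAC1 with 250 nM Rap1B loaded with BODIPY-GDP and 50 uM GDP, room temperature. Fluorescence (480/540 nm) read every 5 min for 30 min; signal change normalized to 6.5 mM cAMP as full agonist.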
# MmCpn inh: Inhibitors of TCP-1 ring complex (TRiC) of Methanococcus maripaludis (MmCpn): qHTS; Chaperonin Mm-Cpn (Methanococcus maripaludis); actives 0.031% (n = 330,000); purified Mm-Cpn ATPase, ADP Transcreener TR-FRET; Potency, µM (top dose mostly 76.9 µM), without a hit: top-dose activity, negative = inhibition, usual class: inhibitors; also: potency is read from the fitted curve at half-maximal effect; % is scaled to controls: 0 for no effect and ±100 for the full control effect; nearly all actives have a fitted effect of over 80% in size
#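 ATPase read-out: TR-FRET ADP immunoassay (anti-ADP Eu cryptate vs ADP-d2), ex 320 nm, em 590/665 nm; signal drops as ADP forms. Enzyme 25 nM, ATP 10 uM, 30 min at 37°C after 10 min compound preincubation.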
# PLK1 PBD inh: qHTS for Inhibitors of PLK1-PDB (polo-like kinase 1 - polo-box domain): Primary Screen; Serine/threonine-protein kinase PLK1 (Homo sapiens), P53350; Plk1 PBD binding of FITC phosphopeptide, fluorescence polarization; Potency, µM, inactives show max response, negative = inhibition, hits mostly inhibitors; actives 2.8% (n = 360,000); also: potency is read from the fitted curve at half-maximal effect; series mostly up to about 57 µM; % is scaled to controls: 0 for no effect and ±100 for the full control effect; nearly all actives have a fitted effect of over 65% in size
# CCT modulator: High-Throughput Screening for Modulators of Cytosolic Chaperonin Activity. purified chaperonin ATPase assay, HTRF ADP detection, 30 min. activity change, % (concentration not given with the values), hits read low. actives 0.3% (n = 360,000). AID 651819, 2012; in the data active = activity change below about -30%; also: % is scaled to controls: 0 for no effect and ±100 for the full control effect
#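 TRiC (40 or 20 nM final, by batch activity) in 30 mM Tris pH 7.4, 100 mM KCl, 5 mM MgCl2, 1 mM DTT was treated with compound at 76 uM single dose, then 10 uM ATP, 30 min at 37 °C. ADP was read by HTRF Transcreener.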
# EPAC1 antagonist: qHTS for Antagonist of cAMP-regulated guanine nucleotide exchange factor 3 (EPAC1): primary screen. Potency, µM (highest dose often 115 µM), for inactives: at the highest dose activity change, negative = inhibition, most hits filed as inhibitors. AID 720709, 2013. EPAC1 GEF assay, Rap1b-BODIPY-GDP exchange fluorescence. actives 0.14% (n = 360,000);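 also: potency is read from the fitted curve at half-maximal effect; plate controls were vehicle for no effect and positive control for full effect; nearly all actives have a fitted effect of over 50% in size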
# EPAC2 antag: qHTS for Antagonist of cAMP-regulated guanine nucleotide exchange factor 2 (EPAC2): primary screen; Potency, µM (titrated, usually from 114 µM), for the others: top-dose activity, negative = inhibition, hits mostly inhibitors; AID 720708, 2013; actives 0.18% (n = 360,000); EPAC2 GEF exchange of Rap1B-BODIPY-GDP, fluorescence; also: potency is read from the fitted curve at half-maximal effect; % is scaled to controls: 0 for no effect and ±100 for the full control effect; nearly all actives have a fitted effect of over 45% in size; many of its hits are not listed in these tables
# Target sequence (Q8WZA2 whole entry, looked up): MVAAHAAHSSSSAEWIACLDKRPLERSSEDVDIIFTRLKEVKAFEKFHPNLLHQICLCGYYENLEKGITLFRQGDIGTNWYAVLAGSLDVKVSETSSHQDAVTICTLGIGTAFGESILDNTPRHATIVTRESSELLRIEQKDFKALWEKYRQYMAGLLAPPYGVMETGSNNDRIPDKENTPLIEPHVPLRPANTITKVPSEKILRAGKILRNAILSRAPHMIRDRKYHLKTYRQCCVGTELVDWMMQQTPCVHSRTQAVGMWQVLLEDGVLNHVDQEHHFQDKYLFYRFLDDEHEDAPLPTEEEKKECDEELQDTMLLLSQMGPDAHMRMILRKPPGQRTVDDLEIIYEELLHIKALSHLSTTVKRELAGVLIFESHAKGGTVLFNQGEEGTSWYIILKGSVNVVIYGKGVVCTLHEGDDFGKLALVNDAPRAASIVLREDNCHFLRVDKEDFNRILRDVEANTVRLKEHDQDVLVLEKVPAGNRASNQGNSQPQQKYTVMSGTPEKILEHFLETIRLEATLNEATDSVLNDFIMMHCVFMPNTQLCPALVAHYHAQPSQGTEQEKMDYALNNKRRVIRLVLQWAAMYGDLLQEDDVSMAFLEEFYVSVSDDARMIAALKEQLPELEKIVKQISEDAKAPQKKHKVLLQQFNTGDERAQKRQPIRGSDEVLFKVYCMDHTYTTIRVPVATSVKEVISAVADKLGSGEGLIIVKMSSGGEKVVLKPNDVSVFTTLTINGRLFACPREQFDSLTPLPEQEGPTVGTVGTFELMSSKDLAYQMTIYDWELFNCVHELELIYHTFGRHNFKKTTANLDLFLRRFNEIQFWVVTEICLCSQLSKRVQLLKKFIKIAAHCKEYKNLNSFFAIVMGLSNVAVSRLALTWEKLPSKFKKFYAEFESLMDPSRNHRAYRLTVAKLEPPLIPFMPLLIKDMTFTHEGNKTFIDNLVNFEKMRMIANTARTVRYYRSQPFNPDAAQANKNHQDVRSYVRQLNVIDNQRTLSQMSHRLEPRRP
# WRN helicase inh: qHTS for Inhibitors of WRN Helicase; Bifunctional 3'-5' exonuclease/ATP-dependent helicase WRN (Homo sapiens), Q14191; WRN helicase unwinding, fluorescent forked duplex, kinetic; Potency, µM (doses to about 114 µM), for the others: at the top dose activity change, negative = inhibition, actives largely listed as inhibitors; actives 0.46% (n = 360,000); AID 651768, 2012; also: potency is read from the fitted curve at half-maximal effect; % is scaled to controls: 0 for no effect and ±100 for the full control effect; nearly all actives have a fitted effect of over 55% in size
#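 WRN at 20 nM final was preincubated with compound for 15 min at room temperature; reaction started with 100 nM forked duplex oligonucleotide carrying fluorophore and quencher plus 2 mM ATP (final). Unwinding followed kinetically by red fluorescence (ex 525/em 598 nm).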
# PI5P4Ka inh: qHTS for Inhibitors of phosphatidylinositol 5-phosphate 4-kinase (PI5P4K); max response, %; actives 1.2% (n = 330,000); AID 652105, 2013; PI5P4Kalpha enzyme, ADP-Glo luminescence, 60 min; active compounds read low; active = max response of -50% or lower; inconclusive = between -30% and -50%; inactive = -30% or higher; also: value at the top dose of about 77 µM; % is scaled to controls: 0 for no effect and ±100 for the full control effect
#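 Reactions run in 0.038 M HEPES pH 7.4, 0.28 mM EGTA, 0.1% CHAPS and 5% DMSO, with PI5P4Kalpha, substrate, compound and 5 microM ATP final, one hour at room temperature. Readout is ADP-Glo luminescence.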
# Active calls of the source: *; ? = inconclusive; . = no result given; [ ] = another dose, or the depositor's remark. Unless noted, calls follow the shape of the dose curve; as a rule, active = well fitted curve in the direction sought with a large enough effect; inconclusive = small, poorly fitted or top-dose-only effect, or another doubt; inactive = no such curve, though single readings can be large; an effect the other way counts as inactive or inconclusive. Some of the compounds tested; the hit share may differ from the screen's.
SMILES,EPAC1 ag,MmCpn inh,PLK1 PBD inh,CCT modulator,EPAC1 antagonist,EPAC2 antag,WRN helicase inh,PI5P4Ka inh
O=C(NCC(=O)N1CCOCC1)c1ccc(Cl)cc1,7.6%,1.6%,-6.8%,-0.6,7.2%,4.0%,4.9%,0.7
CC(C)(C)NC(=O)C(OC(=O)c1ccco1)c1ccccc1F (centres undefined),8.7%,-0.1%,5.5%,-0.6,3.6%,-10.5%,4.9%,0.5
CCSC1=N/C(=C\c2ccc(C)s2)C(=O)S1,2.8%,1.6%,-6.2%,-4.2,5.3%,3.1%,3.6%,10.9
Cc1cnc(NC(=O)c2ccc(-c3nc4ccccc4s3)o2)s1,0.0%,-3.9%,-14.8%,1.0,0.0%,-5.3%,-7.7%,-4.4
Fc1cccc(Cc2c(-c3cccc(Br)c3)nc3c(Cl)cc(C(F)(F)F)cn23)c1,-10.0%,.,-9.6%,-0.2,11.5%,-9.5%,4.3%,0.5
O=C(C1CCCN(S(=O)(=O)c2cccs2)C1)N1CCC(N2CCCCC2)CC1 (centres undefined),11.5%,0.2%,1.0%,-0.5,-3.0%,-3.5%,-9.7%,7.6
Cc1cc(C(=O)NCc2cccnc2)n(-c2ccccc2)n1,16.6%,-4.0%,-13.2%,0.8,-2.7%,14.9%,3.3%,1.2
c1ccc(CSc2nnc(NC3CCCCC3)s2)cc1,2.2%,.,-14.6%,-0.4,-9.8%,3.1%,-1.1%,2.7
Cc1ccc(C)c(S(=O)(=O)N(C)c2ccc(OC(=O)C3CCN(C(=O)c4ccc(F)cc4)CC3)cc2)c1,3.2%,.,-4.5%,-3.2,-8.2%,5.9%,2.3%,-3.8
Cc1occc1C(=O)NNC(=O)C1CCCCC1,-8.4%,2.1%,-6.8%,0.8,-3.9%,19.3%,5.5%,-8.2
Cc1cccc(C)c1NC(=O)CN(C)C(=O)C1=COCCO1,2.3%,2.4%,-1.4%,-0.1,14.3%,2.7%,-3.1%,-4.1
O=C(COC(=O)c1ccc([N+](=O)[O-])s1)NNC(=O)c1ccccc1,14.8%,-0.2%,-17.3%,-2.5,?,-8.0%,10.2%,-6.4
CC(=O)c1ccc2noc(-c3cccc(C)c3)c2c1,8.4%,0.6%,-6.4%,-1.1,1.5%,-2.0%,-4.0%,2.0
Cc1ccc(NC(=O)CN2CCC(NC(=O)Cc3ccccc3)CC2)c(C)c1,-1.0%,2.1%,?,-1.8,-4.4%,7.1%,0.7%,-3.8
CC(C)C[C@H]1CNC(=S)N1CC1CCN(CCCC2CCCC2)CC1,-0.4%,.,-12.8%,-0.6,7.7%,-0.3%,-2.7%,-5.7
CC1=C(C#N)C(c2ccccc2)C2=C(N1)c1ccccc1C2=O (centres undefined),1.3%,2.6%,?,2.3,-17.2%,0.0%,-19.1%,-8.2
Cc1ccc(S(=O)(=O)N2CCC[C@H]2C(=O)OCC(=O)N2c3ccccc3NC(=O)C2(C)C)cc1,12.5%,.,-1.5%,2.3,-0.4%,-7.6%,-8.1%,?
CN(C)c1ccc(-c2ccnc3c2CC(C)(C(=O)Nc2cccc(OC(F)(F)F)c2)O3)cc1 (centres undefined),-3.8%,.,7.6%,0.2,-11.0%,4.2%,-1.6%,17.2
Cc1ccccc1C(=O)NC1CCN(C(=O)N2CCOCC2)CC1,4.5%,-1.8%,4.7%,1.1,0.0%,1.9%,2.8%,4.1
Cc1ccc(NC(=O)C2CC(=O)NC(Nc3cccc(C)c3)=N2)cc1 (centres undefined),1.5%,-11.8%,-9.6%,-3.0,5.2%,5.2%,4.9%,2.0
CSc1nc(=S)n(Cc2ccccc2)c(C)c1C(C)=O,7.1%,-1.3%,-17.7%,-1.4,-2.5%,-1.0%,4.5%,0.9
Cc1cc(C)cc(NC(=O)CSc2cc(C(=O)c3nccn3C)c3ccccc3n2)c1,-2.0%,-2.0%,0.8%,2.5,-13.7%,-0.5%,-5.3%,-2.9
CCCCn1c(N)c(N(CC(C)C)C(=O)CSc2nnc(C)n2-c2ccc(OC)cc2)c(=O)[nH]c1=O,4.3%,0.2%,-4.4%,2.1,-2.1%,3.6%,3.3%,7.2
CCOc1cc(CNCCO)cc(Br)c1OCc1ccccc1Cl,-2.9%,0.8%,-2.6%,0.7,-1.0%,-0.4%,0.3%,24.8
CC(=O)CSc1nnc(Cc2ccc([N+](=O)[O-])cc2)o1,6.4%,1.3%,-1.9%,-0.2,1.8%,3.5%,-2.5%,.
CC(NC(=O)COC(=O)c1ccc2c(=O)n3c(nc2c1)CCCCC3)c1ccc(F)cc1 (centres undefined),-1.9%,.,-1.4%,-1.1,-2.3%,-4.7%,2.7%,2.3
CCC(=O)c1ccc(Oc2ccc(C(=O)c3ccc(C)cc3)cc2[N+](=O)[O-])cc1,16.1%,-0.7%,-3.7%,-0.7,-5.6%,-0.1%,-14.5%,10.4
COc1ccc(S(=O)(=O)CCC(=O)N2CCN(c3cccc(Cl)c3)CC2)cc1,-0.3%,0.2%,-4.2%,0.1,9.4%,-8.3%,0.2%,-3.6
CCC(CC)C(=O)Nc1cccc(C(=O)NC(C)(C)C)c1,-9.1%,1.3%,0.3%,0.2,0.5%,2.8%,0.0%,-7.6
O=C(Nc1nc2c(s1)CCCC2)c1cccs1,-0.7%,-3.3%,-3.3%,-1.0,5.5%,2.9%,-2.8%,-1.3

# Taken from the entries so far (five entries):
SMILES,EPAC1 ag,MmCpn inh,PLK1 PBD inh,CCT modulator,EPAC1 antagonist,EPAC2 antag,WRN helicase inh,PI5P4Ka inh
CC(NC(=O)COC(=O)c1ccc2c(=O)n3c(nc2c1)CCCCC3)c1ccc(F)cc1 (centres undefined),-1.9%,.,-1.4%,-1.1,-2.3%,-4.7%,2.7%,2.3
CCC(=O)c1ccc(Oc2ccc(C(=O)c3ccc(C)cc3)cc2[N+](=O)[O-])cc1,16.1%,-0.7%,-3.7%,-0.7,-5.6%,-0.1%,-14.5%,10.4
COc1ccc(S(=O)(=O)CCC(=O)N2CCN(c3cccc(Cl)c3)CC2)cc1,-0.3%,0.2%,-4.2%,0.1,9.4%,-8.3%,0.2%,-3.6
CCC(CC)C(=O)Nc1cccc(C(=O)NC(C)(C)C)c1,-9.1%,1.3%,0.3%,0.2,0.5%,2.8%,0.0%,-7.6
O=C(Nc1nc2c(s1)CCCC2)c1cccs1,-0.7%,-3.3%,-3.3%,-1.0,5.5%,2.9%,-2.8%,-1.3

# Additional results follow.
SMILES,EPAC1 ag,MmCpn inh,PLK1 PBD inh,CCT modulator,EPAC1 antagonist,EPAC2 antag,WRN helicase inh,PI5P4Ka inh
CC(C)(C)NC(=O)CN(C(=O)CS(=O)CC(=O)Nc1ccc(F)cc1)c1ccccc1 (centres undefined),4.3%,1.5%,-6.2%,-2.2,-2.4%,1.7%,4.1%,.
COc1cc(OC)c(OC)cc1CCC(C)NCCC(c1ccccc1)c1ccccc1 (centres undefined),-12.4%,2.1%,-5.0%,1.1,-5.2%,2.5%,-5.7%,-9.2
COC(=O)c1ccc(S(=O)(=O)N2CCC(O)CC2)n1C,4.2%,1.3%,-2.1%,0.5,-9.7%,4.6%,8.2%,-6.6
CCc1noc(C)c1C(=O)N1CCCC(C(=O)c2cc(F)ccc2OC)C1 (centres undefined),-7.3%,1.5%,-13.2%,0.2,-15.7%,-0.6%,-0.3%,0.8
Cc1ccc(NC(=O)c2c(C(F)(F)F)nn(C)c2SCc2ccc(Cl)cc2)cc1C,9.2%,1.8%,1.8%,1.5,-22.7%,?,-15.3%[57.1 µM],.
O=c1[nH]c2ccccc2c(O)c1Cc1ccccc1,6.9%,1.1%,-4.1%,-0.9,1.5%,2.5%,0.4%,-6.4
COC(=O)C1=C(C)NC(=O)NC1c1cc(Cl)ccc1OC (centres undefined),1.0%,1.7%,-11.6%,-0.6,-7.0%,-21.5%,-1.6%,1.8
OCCC1CN(Cc2cccs2)CCN1Cc1ccccc1 (centres undefined),11.2%,-0.5%,-11.5%,2.5,21.5%,8.0%,4.8%,1.7
CC(=O)n1c(=O)oc2ccccc21,5.0%,.,-6.6%,0.9,20.2%,1.6%,-17.5%,10.3
O=C(Nc1ccncc1)c1ccc(Cl)c(S(=O)(=O)N2CCc3ccccc32)c1,17.2%,1.8%,-4.8%,0.8,-26.9%,?,-14.9%,-4.3
CC(=O)c1cnc(Nc2nc(C)c3ccc(C)cc3n2)nc1C,5.0%,13.8%,-12.5%,-3.9,5.0%,16.1%,6.2%,-0.8
C#CCOCCOCCOCCNc1nc(N2CCOCC2)nc(N2CCN(C(=O)[C@H]([C@@H](C)CC)n3cc([C@@H](N)CO)nn3)CC2)n1,-18.2%,.,-2.2%,-3.5,2.4%,1.1%,7.0%,0.3
CCN(CC(=O)Nc1ccc(OC)cc1)C(=O)c1ccc(OCc2c(C)noc2C)cc1,2.6%,.,2.4%,-0.3,13.8%,-2.6%,1.0%,-1.6
Cc1ccc(-c2csc3ncnc(N4CCc5ccccc5C4)c23)cc1,-3.6%,-17.3%,3.9%,-3.0,3.8%,1.0%,-34.9%[57.1 µM],8.4
CS(=O)(=O)Nc1cccc(-c2cnc3ccccc3n2)c1,-1.3%,-0.2%,-12.4%,-0.4,-8.2%,2.6%,7.5%,-8.6
CCn1c(SCC(=O)N2CCCC2)nnc1-c1ccco1,-7.7%,0.2%,-0.3%,0.6,7.4%,9.3%,-9.8%,3.0
COc1cc(S(=O)(=O)NC(C)C)ccc1Cl,5.8%,1.2%,-5.4%,-0.3,-0.2%,-6.5%,-8.1%,.
O=C1C=C(N2CCOCC2)C2(CCCCC2)O1,-0.8%,-1.3%,3.7%,-0.3,11.5%,12.1%,7.1%,-4.3
CN(Cc1ccccc1)C(=O)CCn1c(=O)c2cccn2c2cccnc21,-1.8%,-3.4%,-14.5%,-0.3,13.2%,-1.5%,1.2%,-3.6
COc1cccc(CNc2nc3cc(-c4cscc4C)sc3c(=O)n2C)c1,2.5%,.,0.6%,-0.3,-18.2%,3.1%,-10.3%,25.1
